Source: PubChem
Autophagy mod – autophagy modulators in MEF cells, primary screen, imaging, high-content, MEF GFP-LC3; calls only at 10 µM (by protocol); MEF GFP-LC3 puncta imaging; test concentration mostly 10 µM; 0.98% of 190,000 active; AID 463193, 2010;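 active = percentage of spot-positive cells more than 3 SD above its plate mean, without a fluorescence outlier flag or 80% toxicity; inconclusive = no clear call, values can overlap the other calls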;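 also: spot-positive cell cutoff set from DMSO-treated cells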
Ins promoter up – insulin promoter activators in MIN6 cells, imaging, high-content screening, mouse beta cells; AID 1625, 2009; MIN6 insulin promoter-GFP reporter; hits give high values; z-score at 5 µM; 0.3% of 190,000 active;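 active = z-score above 3 at 5 µM with at least 500 cells counted in the well; inconclusive = wells under 500 cells, flagged as cytotoxic or low count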
WT yeast gro inh – growth inhibition of WT strain, primary screen, mitochondrial fusion inhibitor project, WT and mutant strains, chemical genetic; inhibition, % at 10 µM; mitochondrial fusion phenotypic screen; 2.1% of 190,000 active; in the data active = inhibition above about 58%; tested in S. cerevisiae
MT stabilizer – microtubule stabilizers in HeLa cells, primary screen, imaging, high-content imaging. HeLa tubulin immunostaining HCS, 24 h; share of cells brighter than vehicle mean+2SD. % tubulin-high responders, % at 10 µM. 0.83% of 200,000 active. AID 2205, 2009;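 active = plate Z-score above 3 for both tubulin-high and condensed-nucleus cell shares, with cell loss under 80%, at 10 µM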;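 also: anti alpha tubulin signal scored within the nucleus-defined area of each cell; some results filed as inactive read as strong as hits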
Lipid droplet – inhibitors of hepatocyte lipid droplet formation, primary screen, imaging, high-throughput imaging, BODIPY stain; AML12 mouse hepatocytes, oleate lipid droplets; 0.4% of 240,000 active; AID 1656, 2009; inhibition, % at 6.5 µM;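 active = lipid droplet intensity inhibited by at least 50%, with more than 500 cells counted; inconclusive = wells with under 300 cells, treated as cytotoxic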
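Material: mouse AML12 hepatocyte cell line, fixed after treatment; Timing: compound with oleate, overnight; Technique: high-content imaging of BODIPY-stained droplets and DAPI nuclei; Probe or stimulus: oleate, 100 µM final; Dosing: compound at 6.5 µM only.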
West Nile antiviral – West Nile virus antiviral activity, cell-based, CPE readout (AID 1621); 0.02% of 290,000 active; West Nile virus-infected cells, CPE inhibition; higher % means a stronger effect; CPE inhibition, % at 10 µM; hits with a dose series show IC50 in µM; in the data active = a potency from the dose series; inconclusive = CPE inhibition mostly from about 3.7% at the one dose, without a potency; inactive = the rest, 99 in 100 with CPE inhibition below about 2.2%; also: strong numbers were not always called active
T cell HTS – modulators of CD8 T cell-vesicle binding, primary screen, mouse 2C CD8+ T cells, flow cytometry; calls only at 7 µM; 0.068% of 330,000 active; AID 2052, 2009; 2C CD8+ T cell-vesicle binding; hits give low values;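 active = response, share of CD8 T cells binding vesicles, and their 90th percentile fluorescence all below set limits, cut at about 80% in these data, passing the limit was not always enough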
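Benchmarks: naked versus QL9-loaded vesicles / Assay system: purified 2C TCR transgenic mouse naive CD8+ T cells / Technique: high-throughput flow cytometry with anti-B7-1 and anti-CD8 staining / Timing: Cell–vesicle co-incubation 1.5 h at 37 °C, staining 20 min on ice / Read-out: percent CD8+ FL2 mean versus row control / Probe or stimulus: QL9-loaded Drosophila micro-vesicles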
bCat nuc transl – modulators of beta-catenin nuclear translocation, primary screen, imaging, HeLa cells, immunofluorescence, high-content; nuclear translocation activity, % at 5 µM; 0.3% of 190,000 active; AID 1665, 2009;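 active = nuclear translocation activity above 50% at 5 µM, with a well cell count of 50 or more; inconclusive = wells under 50 cells across six images, flagged as toxic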;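 also: per-cell ratio of nuclear to cytoplasmic median beta-catenin stain intensity; plate controls were DMSO negative control for no effect and GSK-3 inhibitor IX positive control for full effect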
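Assay system: human HeLa cells, native beta-catenin; doses: 5 µM primary, 0.02–20 µM confirmation; incubation: compound treatment 24 h, 37°C, 5% CO2; technique: fluorescence imaging of beta-catenin antibody stain plus DAPI; measure: % activation, nuclear-to-cytoplasmic median beta-catenin signal ratio per cell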
Myeloid diff 2 – induction of myeloid progenitor differentiation, primary screen, cell-based, flow cytometry, MLPCN library; ER-HoxA9 myeloid progenitors, lysozyme-GFP differentiation; calls only at 10 µM; 1% of 360,000 active; AID 624256, 2012;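 active = normalized GFP-positive differentiation at or above the plate's own cutoff, the solvent-only control mean plus 3 SD; inconclusive = no clear call, values can overlap the other calls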;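 also: cells exposed to compound for four days before flow analysis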
WT yeast gro inh mutant strain – recorded beside WT yeast gro inh, whose call it bears; inhibition, %; mitochondrial fusion phenotypic screen, mutant strain inhibition
Ins promoter up cell count – recorded beside Ins promoter up, whose call it bears; cell count; measured here: cytotoxicity, nuclei count;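 total cells summed across four imaged fields per well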
Lipid droplet cells 6.5 µM – further read-out of Lipid droplet, marked with its call; cell count; measured here: cell count, cytotoxicity flag;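 cells counted across two imaged fields per well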
bCat nuc transl cell count 5 µM – further read-out of bCat nuc transl, marked with its call; cell count; measured here: cell count, cytotoxicity flag
T cell HTS vesicle-bound % – also measured in T cell HTS; calls as there; double positive events, %; measured here: CD8+ vesicle-bound cell fraction;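 binding gate set so that unloaded-vesicle control wells show 10% double positive cells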
MT stabilizer Hoechst-high % – further read-out of MT stabilizer, marked with its call; % Hoechst-high responders; measured here: nuclear condensation Hoechst responders;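 share of cells brighter than vehicle mean plus two SD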
MT stabilizer cytotoxicity % – also measured in MT stabilizer; calls as there; toxicity, %; measured here: cytotoxicity by cell density;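 0% = mean cell density of plate MIN control wells and 100% = no cells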
Autophagy mod cell loss 18 h – recorded beside Autophagy mod, whose call it bears; toxicity, %; measured here: cell loss, nuclei count;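 cell loss after 18 h compound exposure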
Myeloid diff 2 GFP+ MAC1+ % – second read-out of Myeloid diff 2, no call of its own (marks repeat the call); GFP+ MAC1+ double positive, %; measured here: differentiation confirmed by MAC1 staining
Active calls of the source: *; i = inactive; ? = inconclusive; nt = no result given; + = active, no number.

SMILES	Autophagy mod	Autophagy mod cell loss 18 h	Ins promoter up	Ins promoter up cell count	WT yeast gro inh	WT yeast gro inh mutant strain	MT stabilizer	MT stabilizer Hoechst-high %	MT stabilizer cytotoxicity %	Lipid droplet	Lipid droplet cells 6.5 µM	West Nile antiviral	T cell HTS	T cell HTS vesicle-bound %	bCat nuc transl	bCat nuc transl cell count 5 µM	Myeloid diff 2	Myeloid diff 2 GFP+ MAC1+ %
O=C(CCCN1C(=O)c2cccnc2C1=O)Nc1ccc(Br)cc1	i	6.2	-0.12	1164	5.4	12.6	3.3	2.4	5.0	-5.7	593	0.1%	i	50.8	-4.4	1065	i	1.1
CN(CCc1ccccn1)C(=O)CC1C(=O)NCCN1Cc1ccccc1C(F)(F)F (stereo unspecified)	i	-25.0	-0.82	1331	-0.5	0.3	3.7	3.2	4.5	0.0	707	-0.2%	i	20.7	-0.9	976	i	0.8
Cc1cc(Br)c(NC(=O)COn2nnc3ccc(S(C)(=O)=O)cc32)c(Br)c1	i	-7.9	0.12	1140	6.8	5.2	2.6	1.9	12.8	-11.9	677	-0.1%	i	58.5	-2.7	1121	i	0.5
O=C(COc1ccccc1C(=O)O)NC1CCCc2ccccc21 (stereo unspecified)	i	5.0	-0.13	1139	8.4	-4.9	5.3	1.5	5.6	-12.2	721	0.3%	i	30.4	3.0	870	i	0.9
NC(=O)c1ccc(NC(=O)c2ccc(CN3CCOCC3)cc2)cc1	i	-1.9	0.32	802	7.7	3.7	1.0	1.6	6.8	5.2	765	-0.5%	i	54.8	nt	nt	i	4.6
N#Cc1c(-c2ccc(F)cc2)nc(-c2ccccc2)[nH]c1=O	i	17.9	0.52	1481	6.8	0.5	1.8	1.0	3.4	-6.3	643	0.1%	i	58.5	0.6	988	i	0.2
CN(CCCC1CCCC1)C(=O)CC1C(=O)NCCN1Cc1ccc(F)cc1 (stereo unspecified)	nt	nt	nt	nt	nt	nt	nt	nt	nt	-9.1	786	-0.5%	i	53.0	nt	nt	i	0.6
COc1cc2c(C#N)c(N3CCOCC3)nc(N)c2c(N)n1	i	-1.4	0.26	1285	-6.0	3.4	1.8	1.6	2.4	-2.0	671	0.4%	i	55.4	nt	nt	i	0.8
COC(=O)c1cn(C(=O)c2cc(C)cc(C)c2)c2ccccc12	i	12.6	nt	nt	-8.0	-8.0	2.4	1.8	12.9	11.6	730	0.1%	i	55.2	0.9	1526	i	0.1
CC(=O)NC1=NN(C(C)=O)C(c2ccccc2)S1 (stereo unspecified)	i	6.4	0.66	1467	-7.0	-3.1	0.9	1.8	8.1	7.4	712	-0.2%	i	58.9	-1.2	997	i	1.0
CCC(C(=O)Nc1cc(C)nn1-c1nc(C)cc(C)n1)c1ccccc1 (stereo unspecified)	i	10.6	0.42	1320	25.7	3.1	3.6	2.7	7.5	nt	nt	-0.7%	i	38.1	-0.9	1317	i	0.8
Cc1ccc(OCC(=O)N(Cc2ccccc2)C(C)C)c([N+](=O)[O-])n1	i	1.3	-0.21	1445	4.9	10.8	2.1	2.4	7.2	-7.7	672	-0.4%	i	43.9	-1.3	913	i	0.2

SMILES	Autophagy mod	Autophagy mod cell loss 18 h	Ins promoter up	Ins promoter up cell count	WT yeast gro inh	WT yeast gro inh mutant strain	MT stabilizer	MT stabilizer Hoechst-high %	MT stabilizer cytotoxicity %	Lipid droplet	Lipid droplet cells 6.5 µM	West Nile antiviral	T cell HTS	T cell HTS vesicle-bound %	bCat nuc transl	bCat nuc transl cell count 5 µM	Myeloid diff 2	Myeloid diff 2 GFP+ MAC1+ %
O=C(CN1C(=O)C2C3C=CC(C3)C2C1=O)NCCC1=CCCCC1 (stereo unspecified)	i	-45.9	2.08	1603	9.2	8.0	3.6	2.3	5.0	1.5	684	-0.2%	i	60.9	-1.0	1031	i	1.2
CC(=O)Oc1ccc(C(=O)Nc2cccnc2)cc1	nt	nt	nt	nt	nt	nt	nt	nt	nt	0.8	858	-0.1%	i	66.7	nt	nt	i	0.6
CC(=O)Nc1ccc(Oc2ccc([N+](=O)[O-])cc2Cl)cc1	i	-10.5	0.07	1688	31.6	17.4	1.0	0.9	0.8	2.6	683	-1.4%	i	50.0	-0.7	901	i	0.2
CSc1nc(Cl)cc(Nc2ccc(O)cc2)n1	i	43.8	-2.07	1324	-4.0	-6.4	14.6	13.8	17.9	-8.1	722	-0.9%	i	56.8	5.5	951	i	0.2
CCOc1ccccc1OCC(=O)N/N=C(\C)Cc1ccc(OC)cc1	i	-5.0	1.25	1309	-14.7	-12.8	15.0*	27.4*	14.8*	0.9	568	-0.3%	i	11.9	3.7	393	i	0.8
CCCn1c(Nc2ccccc2)nc2ccccc21	i	7.9	0.75	984	15.6	1.1	1.3	1.5	2.2	-0.8	820	-0.3%	i	40.1	1.3	1182	i	1.1
CCn1cc(C(=O)NCCCN(C)c2ccccc2)c(=O)c2cc(S(=O)(=O)N(C)C)ccc21	i	-4.8	0.47	1987	-6.4	-21.4	6.2	1.3	6.7	-4.4	629	-0.8%	i	64.3	-2.1	1153	i	3.5
CCCNC(=O)COc1coc(CN2CCN(c3ccccc3OC)CC2)cc1=O	nt	nt	nt	nt	nt	nt	nt	nt	nt	0.9	721	0.2%	i	29.0	nt	nt	i	1.6
Clc1ccccc1-c1nnc(-c2ccccc2Cl)o1	i	4.2	-0.21	1156	12.9	22.1	4.8	1.8	7.7	2.9	709	-0.3%	i	24.6	-0.2	1227	i	5.8
O=c1oc(-c2ccccc2)nc2c1cnn2-c1ccccc1	i	4.0	0.04	1244	-22.9	5.0	3.7	3.4	23.0	-9.7	709	-0.4%	i	7.3	-2.1	1201	i	5.3
CC(C)OC(=O)C[N+](C)(C)CCN1C(=O)C2C(c3ccccc3)C=CC(c3ccccc3)C2C1=O (stereo unspecified)	i	17.9	?	nt	4.0	3.8	2.8	3.0	8.3	2.8	708	1.0%	i	60.2	-2.3	1179	i	0.0
Cc1ccnc2nc(C(=O)OCC(=O)NCCc3ccc(Cl)cc3)nn12	i	5.4	-0.05	1558	-12.2	14.5	2.0	3.4	0.6	-1.2	656	0.6%	i	52.8	1.7	1131	i	1.9

SMILES	Autophagy mod	Autophagy mod cell loss 18 h	Ins promoter up	Ins promoter up cell count	WT yeast gro inh	WT yeast gro inh mutant strain	MT stabilizer	MT stabilizer Hoechst-high %	MT stabilizer cytotoxicity %	Lipid droplet	Lipid droplet cells 6.5 µM	West Nile antiviral	T cell HTS	T cell HTS vesicle-bound %	bCat nuc transl	bCat nuc transl cell count 5 µM	Myeloid diff 2	Myeloid diff 2 GFP+ MAC1+ %
CCOc1cc(/C=C(/C#N)C(=O)Nc2ccc(O)cc2)cc(Br)c1O	i	13.3	1.46	970	-0.2	31.5	18.4	58.1	33.9	-149.8	353	0.6%	i	25.0	62.1*	359*	?	nt
NC(=O)c1c(NC(=O)CSc2nc(N)cc(=O)[nH]2)sc2c1CCCC2	nt	nt	0.56	1030	nt	nt	nt	nt	nt	-4.5	702	0.3%	i	50.3	0.4	1303	i	0.4
O=C(NNC(=O)c1ccc([N+](=O)[O-])o1)c1ccccc1	i	-5.5	0.43	1095	-3.9	9.4	2.1	1.7	7.8	nt	nt	0.4%	i	43.4	2.9	1335	+	1.3*
COc1ccc(C(=O)N[C@H]2CCCCNC2=O)cc1OC1CCN(C(C)C)CC1	nt	nt	nt	nt	nt	nt	nt	nt	nt	-4.4	754	1.5%	i	21.7	nt	nt	i	4.0
COc1ccc(Cl)cc1-n1c(C)ccc1C	i	12.4	0.86	1417	-12.8	-12.7	4.2	2.4	2.2	-4.0	680	-0.8%	i	29.8	1.5	525	i	0.5
O=C(CN1C(=O)/C(=C/c2ccccc2)SC1=S)Nc1ncc(Cc2ccccc2)s1	i	33.6	0.34	926	2.0	5.2	1.6	1.7	6.7	3.8	770	nt	i	45.9	nt	nt	i	0.7
CC(C)NC(=O)C(=O)c1cn(C)c2ccccc12	i	12.1	0.92	1269	6.5	5.3	6.3	1.4	9.2	-12.3	760	0.1%	i	48.4	-1.8	1058	i	0.2
Cc1ccc(S(=O)(=O)N2CCN(S(=O)(=O)N(C)C)CC2)cc1	i	2.3	nt	nt	-2.1	-8.7	1.5	1.2	4.0	-2.3	641	0.1%	i	27.2	-1.4	1022	i	4.1
CN(Cc1cn(Cc2ccccc2)nc1-c1ccc2c(c1)OCO2)Cc1nccn1C	i	16.6	0	1489	10.9	4.9	4.1	2.0	5.5	-16.0	602	-0.7%	i	19.6	-1.7	1007	i	0.6
CC1CCCCN1C(=O)Cn1cc(C(=O)c2ccco2)c2ccccc21 (stereo unspecified)	i	1.8	1.9	1068	6.7	3.7	3.8	2.8	23.3	0.0	778	-0.1%	i	16.2	-1.2	1064	i	0.8
CCOC(=O)C(=O)/C(=C\N(C)C)c1onc(-c2ccccc2)c1C(=O)OC	i	0.5	1.18	1849	-8.7	12.9	1.1	1.3	4.8	5.1	672	0.2%	i	30.8	0.5	1118	i	0.8
O=C(N/N=C/c1ccc(OC(=O)c2cccs2)cc1)c1ccc(F)cc1	i	3.3	0.19	1284	-11.3	8.1	2.6	2.0	9.5	nt	nt	-0.2%	i	50.9	-0.7	1384	i	0.9
NC(=O)c1ccc(=O)n(Cc2ccc(Cl)cc2Cl)c1	nt	nt	nt	nt	nt	nt	nt	nt	nt	10.1	431	-0.9%	i	18.9	nt	nt	i	0.4
